JMJD2A Tudor: JMJD2A Tudor domain (human) inhibition | O75164 | AlphaScreen JMJD2A-Tudor / H3K4me3 peptide binding | Potency, µM (doses to about 114 µM), for the others: top-dose activity change, negative = inhibition, usual class: inhibitors | 390,000 tested, 4.4% active | AID 504339; further: on the % scale 0 is the no-effect control and ±100 the full control effect; nearly all actives have a fitted effect of over 50% in size
GLS inhibitor: inhibitors of human glutaminase (GLS). O94925. GLS enzymatic activity, qHTS titration. Potency, µM (highest dose often 45.5 µM), inactives show at the top dose activity change, negative = inhibition, hits mostly inhibitors. 410,000 tested, 0.21% active; further: on the % scale 0 is the no-effect control and ±100 the full control effect
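Read-out is an Amplex red fluorescence increase coupled through glutamate oxidase and HRP, measured before and after 30 min room-temperature incubation. hKGA is in 45 mM KH2PO4 (pH 8.2) with 0.02% Tween-20; glutamine added as 1mM solution.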
HP1b binding inh: blocks HP1-beta chromodomain binding to methylated histone tails; AlphaScreen HP1-beta / biotin-H3K9me3 peptide binding; AID 540317; 390,000 tested, 0.56% active; Potency, µM (doses to about 114 µM), inactives show at the top dose activity change, negative = inhibition, hits mostly inhibitors; P83916; further: nearly all actives have a fitted effect of over 70% in size; inactives centre near 23
Target sequence (P83916 whole entry, looked up): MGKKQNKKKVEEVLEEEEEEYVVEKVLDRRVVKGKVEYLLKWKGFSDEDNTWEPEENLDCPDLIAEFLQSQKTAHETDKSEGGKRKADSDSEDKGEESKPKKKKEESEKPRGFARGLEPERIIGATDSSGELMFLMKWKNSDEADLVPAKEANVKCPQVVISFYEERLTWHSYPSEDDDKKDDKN
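HP1-beta protein (50 nM final) preincubated 30 min at room temperature with biotinylated H3(1-18)K9me3 peptide (50 nM) in PBS pH 7.4, 0.01% Tween-20, then compound added for 30 min. AlphaScreen streptavidin donor/nickel chelate acceptor beads (10 ug/mL final), 30 min dark, luminescence read.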
12-LOX inh: blocks human arachidonate 12S-lipoxygenase; Potency, µM (highest dose often 108 µM), for the others: at the highest dose activity change, negative = inhibition, hits mostly inhibitors; purified 12hLO, xylenol orange hydroperoxide absorbance; P18054; 580,000 tested, 1.1% active; further: on the % scale 0 is the no-effect control and ±100 the full control effect
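Purified human 12hLO (150 nM final) in 25 mM Hepes, 0.01% Triton X-100, pH 7.0 was preincubated 15 min at room temperature with compound. Then 40 uM arachidonic acid was added, 30 min. Hydroperoxide was read by Fe-XO absorbance ratio 573/405 nm.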
RGS4 inhibitor: human RGS4 inhibition. Transcreener GDP fluorescence polarization, RGS4-accelerated GTP hydrolysis. Potency, µM (doses to about 114 µM), for inactives: at the highest dose activity change, negative = inhibition, hits mostly inhibitors. 390,000 tested, 0.039% active; further: on the % scale 0 is the no-effect control and ±100 the full control effect; nearly all actives have a fitted effect of over 75% in size; some results filed as inactive show a strong effect at the top dose
Target sequence (P49798 whole entry, looked up): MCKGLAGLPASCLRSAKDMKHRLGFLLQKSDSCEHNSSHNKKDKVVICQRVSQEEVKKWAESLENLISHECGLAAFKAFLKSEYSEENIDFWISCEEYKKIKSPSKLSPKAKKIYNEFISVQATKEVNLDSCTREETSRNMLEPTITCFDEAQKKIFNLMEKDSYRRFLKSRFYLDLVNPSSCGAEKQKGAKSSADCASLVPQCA
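MLSMR compounds (23 nl, pin-transferred) preincubated 10 min at room temperature with a 500nM (2x) first reagent, then RGS4 at 900nM (2x) plus Transcreener GDP mix added; fluorescence polarization (620/688 nm) read before and after 90 min at 30 °C.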
TrxR1 inh: blocks rat thioredoxin reductase 1. 390,000 tested, 1% active. recombinant rTrxR1, NADPH fluorescence consumption, selenite substrate. O89049. Potency, µM (highest dose often 114 µM), inactives show at the highest dose activity change, negative = inhibition, hits mostly inhibitors; further: on the % scale 0 is the no-effect control and ±100 the full control effect; nearly all actives have a fitted effect of over 65% in size
Target sequence (O89049 whole entry, looked up): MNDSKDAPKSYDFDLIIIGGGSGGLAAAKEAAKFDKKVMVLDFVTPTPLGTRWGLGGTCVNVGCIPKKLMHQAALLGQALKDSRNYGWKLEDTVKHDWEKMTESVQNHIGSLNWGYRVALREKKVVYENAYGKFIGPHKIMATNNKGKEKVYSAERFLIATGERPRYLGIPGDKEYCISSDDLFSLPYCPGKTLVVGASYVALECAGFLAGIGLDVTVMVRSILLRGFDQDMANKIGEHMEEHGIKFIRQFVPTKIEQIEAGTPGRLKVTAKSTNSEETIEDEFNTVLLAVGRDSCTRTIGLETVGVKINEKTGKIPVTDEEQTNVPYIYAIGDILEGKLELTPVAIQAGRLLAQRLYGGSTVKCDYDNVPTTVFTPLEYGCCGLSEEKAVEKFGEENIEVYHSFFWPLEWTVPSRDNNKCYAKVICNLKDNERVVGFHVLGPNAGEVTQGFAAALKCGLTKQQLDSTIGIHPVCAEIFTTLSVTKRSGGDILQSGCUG
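Rat TrxR1 (90 nM in the dispensed reagent) was pre-reduced with 400 uM NADPH for 5 min at room temperature, then incubated with compound for 15 min. After 400 uM selenite was added, NADPH fluorescence (Ex 340/Em 450 nm) was followed for 8 min.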
Tb PGK inh: blocks T. brucei phosphoglycerate kinase | P07378 | PGK/GAPDH coupled, Kinase-Glo luminescence, 60 min | Potency, µM (highest dose often 57.5 µM), for inactives: top-dose activity change, negative = inhibition, usual class: inhibitors | 380,000 tested, 0.043% active; further: on the % scale 0 is the no-effect control and ±100 the full control effect; nearly all actives have a fitted effect of over 60% in size
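Recombinant glycosomal PGK reaction used 1,3-bisphosphoglycerate generated in-well by GAPDH (100nM final) in 100mM TEA pH 7.6, 5mM MgCl2, 0.01% Tween-20. After 60 minutes at room temperature, ATP was read by Kinase-Glo Plus luminescence end-point.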
Pin1 inh: blocks the human prolyl isomerase Pin1; Q13526; Pin1 FP peptide displacement, HiFluor488, 10 min; Potency, µM (highest dose often 115 µM), inactives show top-dose activity, negative = inhibition, most hits filed as inhibitors; 390,000 tested, 0.009% active; active means well fitted inhibition curve with a large enough effect in the polarisation, with a control signal flat, not every such curve was filed as active; inconclusive means small, poorly fitted or top-dose-only effect, or effect the other way, or a change in a side signal; inactive means no such curve, though single readings can be large or run the other way; the % refers to the polarisation; further: on the % scale 0 is the no-effect control and ±100 the full control effect
Target sequence (Q13526 whole entry, looked up): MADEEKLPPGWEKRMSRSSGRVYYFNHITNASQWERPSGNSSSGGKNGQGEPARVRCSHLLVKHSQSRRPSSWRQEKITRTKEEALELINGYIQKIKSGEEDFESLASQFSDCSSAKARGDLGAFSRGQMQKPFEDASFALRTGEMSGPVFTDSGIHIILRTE
ERG Ets-DNA blk: blocks human ERG Ets domain binding to DNA; fluorescence polarization, His-ERG Ets domain / labelled DNA; Potency, µM (top dose mostly 76.9 µM), inactives show at the top dose FP activity, negative = inhibition, most hits filed as inhibitors; 370,000 tested, 0.028% active; active means well fitted inhibition curve with a large enough effect in the polarisation, with a control signal flat; inconclusive means small, poorly fitted or top-dose-only effect, or effect the other way, or a change in a side signal; inactive means no such curve, though single readings can be large or run the other way; the % refers to the polarisation;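 further: polarization taken with two DNA probes labelled with fluorescein and Texas red; % of control where 0% means no effect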
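His-tagged ERG Ets domain (1 uM in the protein solution; 300mM KCl, 50mM Tris-HCl, 1mM EDTA, 1mM DTT, pH 7.5) received compound, then a probe mix of 5 nM fluorescein-DNA and 100nM Texas-615-DNA. Fluorescence polarization was read for both dyes.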
Starred values were filed as active, the others as inactive; i = inactive; u = inconclusive; x = not tested or not shown; & = joins results of further samples; [ ] = dose if it differs, or a comment. Unless noted, the call rests on the fitted dose curve; in most records, active means well fitted curve in the direction sought with a large enough effect; inconclusive means small, poorly fitted or top-dose-only effect, or another doubt; inactive means no such curve, though single readings can be large; an effect the other way counts as inactive or inconclusive. Potency means the concentration at half of the fitted maximal effect. These rows are one share of the data; count on the stated rates, not on these rows.

SMILES | JMJD2A Tudor | GLS inhibitor | HP1b binding inh | 12-LOX inh | RGS4 inhibitor | TrxR1 inh | Tb PGK inh | Pin1 inh | ERG Ets-DNA blk
CCOc1ncccc1C(=O)OCC(=O)Nc1ccc(Cl)cn1 | -8% | 0% | 38%[activator][57 µM] | -15% | -13% | 4%[2.29 µM] | i | 8% | 5%
Fc1ccc(-n2c(-c3cc(C4CC4)[nH]n3)n[nH]c2=S)cc1Cl | 79µM* | -8% | 11% | -26% | -30% | 19%[57.1 µM] | -6% | 0% | 3%
O=C(NCC(c1ccco1)N1CCc2ccccc2C1)c1cccc(Br)c1 (configuration not stated) | -21% | 0% | 27% | u | 23% | -5% | -9% | -1% | 5%
O=C1NCCCN1Cc1ccc(F)cc1 | -20% | -8% | -3% | 17% | 1% | 21% | 4% | 1% | -10%
Cc1ccccc1OCC(=O)Nc1sc2c(c1C#N)CCC2 | 3% | 3% | 24% | 4% | 4% | 17% | x | 1% | x
CCN(CC1CCCO1)C(=O)CCc1nnc(CCc2ccccc2OC)o1 (configuration not stated) | -6% | -1% | 50%[activator] | -7% | 21% | -5% | 0% | -7% | -9%
Cn1cnnc1SC1c2cccc3cccc(c23)C1NS(=O)(=O)c1ccc(Cl)cc1 (configuration not stated) | -10% | -1% | 23% | -17% | 12% | u | 6% | 0% | -2%
Nc1sc2c(c1C(=O)NC1CCS(=O)(=O)C1)CCCC2 (configuration not stated) | -34% | 2% | -6% | -4%[57.4 µM] | -47% | -29% | -8% | 9% | 4%
CC(=O)c1ccc(Sc2nnc(C)s2)c([N+](=O)[O-])c1 | -11% | 1% | 26% | -1% | 6% | u | x | -1% | -3%
Cc1ccc(NC(=O)c2ccc(Cl)c(N3C(=O)CCC3=O)c2)cc1 | -1% | 0% | 46%[activator] | 5% | -1% | 20% | 9% | -1% | -2%
CCOC(=O)Cn1c(=O)n(Cc2ccco2)c(=O)c2ccc(C(=O)NCCc3ccccc3)cc21 | -23% | 5% | 5% | -1% | -17% | -4% | 0% | 17% | -8%
COc1ccc(/C=C(/NC(=O)c2cccc([N+](=O)[O-])c2)C(=O)O)cc1OC | -7% | 0% | 11% | -5% | 6% | 0% | 2% | -10% | 0%
COc1cc(Cl)ccc1OCc1cc(C(=O)NCc2cc(C(C)C)no2)no1 | -8% | 2% | 16% | u | -14% | -9% | -6% | -1% | 3%
CCN1CCN(C(=O)/C=C/c2ccc(F)cc2)CC1 | 7% | -3% | 30% | 162%[activator] | -30% | 19%[57.1 µM] | -1% | -5% | -2%
O=C(Nc1nc2ccc(Cl)cc2s1)c1ccc(N2CCCCC2)c([N+](=O)[O-])c1 | -26% | -11% | 13% | -5% | -13% | -9% | i | -3% | -3%

Profiles from above:
Results for Cc1ccc(NC(=O)c2ccc(Cl)c(N3C(=O)CCC3=O)c2)cc1 = JMJD2A Tudor: -1%; GLS inhibitor: 0%; HP1b binding inh: 46%[activator]; 12-LOX inh: 5%; RGS4 inhibitor: -1%; TrxR1 inh: 20%; Tb PGK inh: 9%; Pin1 inh: -1%; ERG Ets-DNA blk: -2%
Results for CCN1CCN(C(=O)/C=C/c2ccc(F)cc2)CC1 = JMJD2A Tudor: 7%; GLS inhibitor: -3%; HP1b binding inh: 30%; 12-LOX inh: 162%[activator]; RGS4 inhibitor: -30%; TrxR1 inh: 19%[57.1 µM]; Tb PGK inh: -1%; Pin1 inh: -5%; ERG Ets-DNA blk: -2%

The list continues:
SMILES | JMJD2A Tudor | GLS inhibitor | HP1b binding inh | 12-LOX inh | RGS4 inhibitor | TrxR1 inh | Tb PGK inh | Pin1 inh | ERG Ets-DNA blk
CCOC(=O)c1c(NC(=O)CSc2nc3cc(Cl)ccc3c(=O)n2Cc2ccco2)sc(C(=O)N(C)C)c1C | -22% | 0% | -3% | u | u | -57% | i | 63%[activator] | 7%
COC(=O)[C@]1(Cc2ccccc2)N[C@H](CN(C)C(=O)Nc2ccc(C(F)(F)F)cc2)[C@@H]2C(=O)N(C)C(=O)[C@@H]21 | -18% | 19% | 19% | 1% | 10% | 3% | 3% | -1% | -3%
O=S(=O)(c1cccs1)n1cccn1 | -18% | -10% | 63%[activator] | 6% | -14% | 5%[57.1 µM] | 0% | -2% | -22%
CCOc1cc(C=C(C(=O)OC)C(=O)OC)ccc1OCc1ccc([N+](=O)[O-])cc1 | -18% | 2% | 21% | 0% | 8% | -20% | 0% | -1% | 12%
O=C(NCC(=O)N1CCN(C(c2ccccc2)c2ccccc2)CC1)c1ccccc1F | -15% | -7% | -1% | -12% | 15% | 20% | 0% | 4% | 0%
O=C(CCNc1ccc(Br)cc1)c1cccc([N+](=O)[O-])c1 | 20µM* | -19% | 79µM* | -3% | -25% | 16µM* | i | -2% | 8%
COc1ccc(C(=O)NCS(=O)(=O)c2ccc(C)cc2)cc1 | -13% | -9% | 46%[activator] | -10% | 5% | 28µM* | 10% | 4% | -12%
Cc1c(OC(=O)CNC(=O)OC(C)(C)C)ccc2c3c(c(=O)oc12)CCC3 | -1% | 1% | 31% | 0% | -19% | -13% | i | 0% | 5%
Cn1c(CNC(=O)CSc2nc(-c3ccccc3F)nc3cc(=O)[nH]n23)nc2ccccc21 | -3% | -16% | 42%[activator] | -7% | -14% | 8%[57.1 µM] | 2% | u | -5%
C[C@H](NC(=O)c1ccccc1Cl)C(=O)Nc1ccccc1F | 13% | -4% | 20%[57 µM] | -20% | -15% | 9% | 6% | 0% | -1%
COc1ccc(NC(=O)C(c2ccccc2)c2ccccc2)c(OC)c1 | -9% | 0% | 5% | -1% | 23% | -17%[57.1 µM] | i | -2% | -1%
COc1cccc(C2NC(=O)c3ccccc3O2)c1OC (configuration not stated) | -4% | 1% | 28% | -3% | -12% | -8%[57.1 µM] | -7% | 2% | -6%
C/C(N)=C(/C#N)C(=O)CSc1nn(-c2ccc(Cl)cc2)c(=S)s1 | -24% | 4% | 13% | u | -10% | -4% | -15% | 15% | 15%
O=C(NCCc1ccc(O)c(O)c1)C1COc2ccccc2O1 (configuration not stated) | 18µM* | u | 35µM* | u | -6% | 45µM* | 2% | -6% | -7%
CC(C)N(c1ccccc1)c1ccc(NC(=S)NCCN(C)C)cc1 | -35% | -5% | -9% | -20% | -23% | -2%[57.1 µM] | -2% | 1% | -5%
CCN(CC)S(=O)(=O)c1ccc(C)c(NC(=O)CN2C(=O)NC3(CCCC3)C2=O)c1 | -25% | 0% | -19% | -18% | 17% | 19% | -5% | -11% | 6%
Cc1ccc(-c2nc(N=Nc3ccc(O)cc3)n[nH]2)cc1 | u | 19% | -28% | -12% | 3% | -17% | 1% | 8% | x
Cc1cccc(OCC(=O)OCC(=O)N2CCCc3ccccc32)c1C | 61%[activator] | -10% | 91%[activator] | 18% | 2% | 13% | -6% | -2% | -1%
COc1ccccc1N1CCN(C(=O)C2CCCO2)CC1 (configuration not stated) | u | 0% | 55%[activator] | -16% | -2% | 2% | x | 2% | x
O=[N+]([O-])c1ccc(C(O)CN2CCN(Cc3ccccc3)CC2)cc1 (configuration not stated) | -10% | 1% | 12% | 10% | -4% | 9% | 0% | -2% | -4%
COc1cc(CCC(=O)N2CCN(c3ccc([N+](=O)[O-])cc3)CC2)cc(OC)c1OC | -10% | 0% | 47%[activator] | 0% | 1% | -5% | -9% | -3% | -9%
c1ccc(OCCn2c(-c3ccco3)nc3ccccc32)cc1 | -25% | 3% | -6% | u | u | 14µM* | x | 28% | x
CN(C)CCCNS(=O)(=O)c1ccc(NC2CCCCCC2)c([N+](=O)[O-])c1 | u | -6% | -6% | u | -35% | -2%[57.1 µM] | -6% | 2% | 15%
O=C(COc1ccc(Br)cc1)N(CCO)CCO | 3% | 7% | 26% | -2% | -22% | 14%[57.1 µM] | -6% | -1% | 12%
COc1ccccc1N=CC1=C(O)CC(c2ccccc2)CC1=O (configuration not stated) | -13% | 6% | 18% | 0% | 15% | -22%[57.1 µM] | 14% | 7% | 3%
COc1ccc(CNC(=O)CCCNC(=O)c2ccc(Cl)cc2)cc1OC | -9% | 5% | 39%[activator] | -4% | 15% | -12% | 9% | -1% | 6%
COc1cccc2c1C(=O)c1c(O)c3c(c(O)c1C2=O)C[C@@](O)(C(=O)CO)C[C@@H]3OC1CC(N)C(O)C(C)O1 (some centres not stated) | u | 0%&1% | u | u | 1% | 1%[11.4 µM] | -13% | u | u
COc1cccc(NC(=O)CSc2cc(C)[nH]c(=O)n2)c1 | -17% | 0% | 4% | -11% | 0% | 18%[57.1 µM] | -8% | -12% | 1%
C=CCn1c(SCC#N)nc2ccc(Cl)cc2c1=O | 7%[57.1 µM] | x | 21%[57 µM] | x | 23% | 8% | x | 14% | x
CCn1cc(CN2CCCC(C(=O)c3ccc(-c4ccccc4)c(F)c3)C2)cn1 (configuration not stated) | -12% | -9% | 0% | u | -9% | 4% | 1% | -2% | 2%
Cc1cc(N/C=C2\CCCCC2=O)no1 | -13% | 12% | 28% | 3% | -4% | -22%[57.1 µM] | x | -9% | x
COc1cccc(NC(=O)CN(c2cccc(C(F)(F)F)c2)S(C)(=O)=O)c1 | -11%[57.1 µM] | 1% | 50%[activator] | 0% | -4% | -14% | -2% | 2% | 0%
CCc1cc(C(=O)Nc2nc(-c3ccccn3)cs2)sc1C | u | 2% | 28% | 134%[activator] | -7% | 6% | i | 17% | 2%
COc1ccc(/C=C\C(=O)NC2CC(=O)N(c3ccc(F)cc3)C2)cc1OC (configuration not stated) | -2% | -3% | 19% | u | 7% | 14%[57.1 µM] | 2% | -3% | -3%

High-throughput results (PubChem BioAssay)
